Screening results as filed in PubChem BioAssay.
ABCB6 inh 2 = human ABCB6 transporter inhibition. Q9NP58. K562-ABCB6 porphyrin accumulation, flow cytometry, 1 h; active compounds read low. fluorescence ratio to DMSO, % at 10 µM. 0.19% of 360,000 active;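 active = fluorescence ratio to DMSO below 75%, the collection mean minus 3 SD; inconclusive = too few cells collected in the well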;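 also: signal is porphyrin accumulated inside mitochondria; 100% equals median channel fluorescence of DMSO control wells; lower ratio means ABCB6 inhibition with less porphyrin fluorescence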
Cardio protect = protects H9c2 cardiomyocytes from peroxide injury; H2O2 injury protection, ATPLite, 2 h; protection from H2O2 cell death, % at 20 µM; 0.63% of 360,000 active;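 active = compounds giving at least 50% protection of heart cells from peroxide-induced death in the single-dose screen, raw or plate-pattern-corrected value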;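 also: 0% = DMSO wells with peroxide and 100% = DMSO wells without peroxide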
Vif inh = blocks HIV Vif function; HEK293T cells, Vif self-association by quenched fluorescence, imaging, 24 h; inhibition, % at 7.49 µM; 0.35% of 340,000 active; in the data active = inhibition above about 50%, passing the limit was not always enough; inconclusive = no clear call, values can overlap the other calls; inactive = below about 31%; also: some results filed as inactive read as strong as hits
Glyco luc inh = blocks N-linked glycosylation in D54 reporter cells; AID 588692; reporter increase, % at 12.5 µM; D54 ERlucT glycosylation luciferase reporter, 24 h; percent of 100 nM tunicamycin response; 0.23% of 360,000 active;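 active = mean luciferase reporter signal, scaled so untreated is 0 and the glycosylation-blocking control 100, at or above a set limit in every replicate; inconclusive = mean reaches the limit but not every replicate does; inactive = mean below the limit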;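 also: luciferase carries N-glycosylation sites so blocking glycosylation raises the light; 0% = median of neutral control wells and 100% = median of 100 nM tunicamycin wells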
PDI inh = blocks human protein disulfide isomerase activity | 0.052% of 350,000 active | AID 588391 | inhibition, % at 10 µM | PDI insulin aggregation turbidity, A650, 90 min;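 active = mean inhibition across replicates of 30% or more, whatever share of single replicates reach that level; inconclusive = mean inhibition below 30% while every single replicate reaches 30%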;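 also: absorbance from insulin aggregation driven by PDI reduction with DTT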
Target sequence (P07237 whole entry, looked up): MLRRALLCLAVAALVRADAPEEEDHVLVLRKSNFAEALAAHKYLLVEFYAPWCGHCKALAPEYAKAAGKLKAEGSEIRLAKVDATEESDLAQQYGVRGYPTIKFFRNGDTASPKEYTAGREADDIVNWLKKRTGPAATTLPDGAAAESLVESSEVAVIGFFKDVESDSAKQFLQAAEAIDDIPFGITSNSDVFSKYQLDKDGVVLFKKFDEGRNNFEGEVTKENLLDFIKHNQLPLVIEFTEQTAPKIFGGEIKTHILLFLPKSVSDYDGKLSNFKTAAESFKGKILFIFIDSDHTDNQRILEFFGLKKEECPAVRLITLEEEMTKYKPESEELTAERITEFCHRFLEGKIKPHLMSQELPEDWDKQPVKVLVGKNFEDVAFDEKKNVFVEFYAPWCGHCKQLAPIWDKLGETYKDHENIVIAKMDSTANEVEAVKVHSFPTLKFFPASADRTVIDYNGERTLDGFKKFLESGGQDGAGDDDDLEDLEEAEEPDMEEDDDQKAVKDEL
m5-HT2A agonist = mouse HTR2A agonism via beta-arrestin recruitment. P35363. CHO-K1 mHTR2A beta-arrestin complementation, luminescence; percent of 30 µM serotonin response. activation, % at 7.6 µM. 0.66% of 360,000 active;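 active = activation above a run cutoff, the mean activation of all tested compounds plus 3 SD, cut at about 14% in these data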;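 also: 0% = plate median of compound wells and 100% = 30 µM serotonin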
Target sequence (P35363 whole entry, looked up): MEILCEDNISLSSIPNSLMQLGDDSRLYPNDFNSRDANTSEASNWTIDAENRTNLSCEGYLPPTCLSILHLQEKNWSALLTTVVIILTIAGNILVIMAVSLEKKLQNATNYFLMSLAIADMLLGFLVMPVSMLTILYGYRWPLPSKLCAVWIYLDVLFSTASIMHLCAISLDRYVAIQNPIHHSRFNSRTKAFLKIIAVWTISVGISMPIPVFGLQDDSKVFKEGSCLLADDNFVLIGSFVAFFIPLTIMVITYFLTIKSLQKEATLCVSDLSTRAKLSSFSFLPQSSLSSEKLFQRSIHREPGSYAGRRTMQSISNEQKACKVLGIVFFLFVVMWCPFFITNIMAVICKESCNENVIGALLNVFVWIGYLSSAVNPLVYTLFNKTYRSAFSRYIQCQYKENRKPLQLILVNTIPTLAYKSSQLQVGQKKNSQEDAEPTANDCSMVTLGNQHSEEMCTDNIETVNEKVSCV
CaV13 FRET inh = Disruptors of the CACNA1D IQ motif to Ca2+-dependent inactivation inhibitor domain association, primary screening, Förster resonance energy transfer in intact living …; HEK cells, CFP/YFP FRET ICDI-IQ, plate reader, 10 min; percent FRET-ratio fall versus neutral wells; inhibition, % at 12.3 µM; 0.098% of 340,000 active; AID 743397;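 active = mean replicate inhibition of at least 30% and at least 1% of replicates passing that level; inconclusive = only one of the two criteria is met; inactive = neither criterion is met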;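 also: 0% = median of the neutral control wells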
iPSC survival up = hiPSC single-cell survival enhancement; ATPlite luminescence; 100% = ROCK inhibitor wells, 0% = DMSO; survival enhancement, % at 20 µM; 0.044% of 360,000 active; AID 602274; in the data active = survival enhancement above about 18%;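 also: cells exposed to compounds for 16 hours before the ATP read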
Exocytosis inh = blocks lytic granule exocytosis; inhibition, % at 10 µM; 0.66% of 360,000 active; TALL-104 LAMP-1 surface exposure, flow cytometry; cells stimulated with thapsigargin and PMA;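 active = inhibition above about 55%, limit read from the data; inconclusive = no clear call, values can overlap the other calls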
aDG glyco act = increases alpha dystroglycan glycosylation; Pro5-aDG cells, alpha-DG glycosylation AlphaScreen (IIH6); 0% Pro5, 100% B10-LARGE cell signal; activation, % at 10 µM; 0.22% of 360,000 active; AID 624168;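 active = activation of at least 8% versus controls, or a plate z-score of at least 8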;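 also: Pro5 are CHO cells carrying HIG-tagged alpha-DG that lacks glycosylation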
Starred values were filed as active, the others as inactive; ? = inconclusive; . = not tested or not shown.

SMILES | iPSC survival up | CaV13 FRET inh | m5-HT2A agonist | Cardio protect | Glyco luc inh | ABCB6 inh 2 | Vif inh | PDI inh | aDG glyco act | Exocytosis inh
Cc1c(N(C)C(=O)c2ccccc2F)c(=O)n(-c2ccccc2)n1C | 14 | . | 2 | -11 | 2 | 91 | 10 | 10 | -0.1 | -6
COc1ccccc1N1CCN(C2CCN(C(=O)c3ccc(F)cc3)CC2)CC1 | 0.4 | 10 | -2 | 12 | 2 | 102 | 1 | -42 | -0.1 | 2
COCC(=O)Nc1nnc(SCC(=O)N2CCCCC2)s1 | -0.6 | -2 | 2 | 0 | 2 | 97 | 1 | -1 | -0.2 | -2
CCN(CC(=O)Nc1ccc(OC)cc1)C(=O)Cc1cccs1 | 1.5 | -6 | -4 | 0 | 1 | 97 | -4 | 1 | -0.3 | -1
O=C1NC[C@H](CCCCN2CCN(CCc3ccccc3)C(=O)C2=O)N(CCc2ccc(O)cc2)C1=O | -0.1 | -5 | -2 | . | . | 99 | . | . | 0.1 | -5
COc1cccc(CN2CCNC(=O)C2CC(=O)N(C)CCc2ccccn2)c1 (stereo unspecified) | -0.2 | -12 | 3 | -5 | 1 | 101 | -2 | 7 | -0.2 | -1
C=C1CCN([C@@H](CC(C)C)C(=O)NCc2ccc(Cl)cc2)S(=O)(=O)c2ccccc21 | 3.3 | -8 | -7 | -9 | -4 | 93 | -2 | -2 | 0.2 | 5
COc1ccc(CNc2nccs2)cc1OC | -0.4 | -1 | -6 | -1 | 2 | 101 | -3 | -1 | -0.1 | 5
COc1c(N2CCN(C(=S)NC3CC4CCC3C4)C(C)C2)c(F)cc2c(=O)c(C(=O)O)cn(C3CC3)c12 (stereo unspecified) | 0.3 | -2 | 1 | 0 | -2 | 98 | 13 | 5 | 0.2 | 0
CN1CCN(c2nc(Nc3cccc(C(F)(F)F)c3)nc(N3CCOCC3)n2)CC1 | -1.0 | -8 | -1 | 16 | 2 | 101 | -3 | -2 | 1.1 | 7
CSCC[C@H](NC(=O)OC(C)(C)C)c1nnc(SCC(=O)Nc2ccc(C)cc2C)o1 | 4.5 | -2 | 2 | 2 | -1 | 99 | 0 | -4 | -0.2 | -4
Cc1ccccc1C1CC(=O)NC2=C1C(=O)CCC2 (stereo unspecified) | 6.3 | -7 | 0 | -7 | 0 | 95 | -6 | -6 | 0.0 | 1

The final 2 entries of the part above are carried over, then new ones follow:
SMILES | iPSC survival up | CaV13 FRET inh | m5-HT2A agonist | Cardio protect | Glyco luc inh | ABCB6 inh 2 | Vif inh | PDI inh | aDG glyco act | Exocytosis inh
CSCC[C@H](NC(=O)OC(C)(C)C)c1nnc(SCC(=O)Nc2ccc(C)cc2C)o1 | 4.5 | -2 | 2 | 2 | -1 | 99 | 0 | -4 | -0.2 | -4
Cc1ccccc1C1CC(=O)NC2=C1C(=O)CCC2 (stereo unspecified) | 6.3 | -7 | 0 | -7 | 0 | 95 | -6 | -6 | 0.0 | 1
COc1ccccc1N1CCN(c2ccc([N+](=O)[O-])nc2)CC1 | 0.9 | -1 | 2 | 4 | 0 | 101 | 4 | 1 | 0.0 | -4
CCOc1ccc(NC(=O)CN(C)C(=O)c2ccc(N3CCCC3)c([N+](=O)[O-])c2)cc1OCC | -0.2 | -3 | 1 | 0 | 1 | 100 | -1 | -3 | -0.3 | -6
O=C(CCNC(=O)N1CC(=O)Nc2ccccc21)NCc1ccc(Cl)cc1 | -3.4 | -15 | 0 | 0 | 6 | 101 | . | 0 | 0.0 | 2
CCCc1nc(SCC(=O)NC2CCCC2)c2ccccc2n1 | -0.1 | -4 | 1 | -9 | 0 | 91 | 10 | -8 | 0.5 | -20
Cc1cc(C)c(NC(=O)C2CCCN(S(=O)(=O)c3c(C)noc3/C=C/N(C)C)C2)c(C)c1 (stereo unspecified) | -0.6 | -3 | -4 | -2 | 1 | 99 | -6 | -7 | -0.2 | -4
Cc1cc(/C=N\NC(=O)c2cccs2)c(C)n1-c1ccc2ncccc2c1 | 1.4 | . | 1 | 14 | -3 | 100 | -14 | 6 | 0.0 | -4
O=C(O)COc1ccc(C(NC(=O)c2c(F)cccc2F)NC(=O)c2c(F)cccc2F)cc1 | 1.3 | -20 | -3 | -2 | 2 | 96 | 3 | -3 | -0.1 | -10
Nc1cccc(-n2nnnc2CN2CCOCC2)c1 | 1.8 | -2 | -4 | 3 | 1 | 101 | -4 | 4 | -0.2 | -2
CCN1CCN(CCC2Oc3cc([N+](=O)[O-])ccc3NC2=O)CC1 (stereo unspecified) | -0.3 | -3 | 1 | 1 | 1 | 98 | -4 | 2 | 0.1 | -1
O=C(NCc1ccccc1)c1nc(-c2cccs2)no1 | 4.8 | 3 | 7 | -3 | 1 | 103 | 3 | 23 | -0.2 | -3
COc1cc(/C=C2\N=C(c3ccccc3)OC2=O)ccc1OCc1c(C)no[n+]1[O-] | -3.7 | -6 | 2 | 16 | -1 | 96 | -8 | 0 | -0.3 | -5
Cc1nonc1C(=O)N/N=C/c1ccc(O)cc1 | -1.0 | -3 | -5 | 2 | 2 | 97 | -13 | -2 | -0.2 | 2
COc1ccc(F)cc1C(=O)C1CCCN(Cc2ccc(Sc3nncn3C)o2)C1 (stereo unspecified) | -1.4 | -5 | -7 | 2 | -1 | 96 | 0 | -2 | 0.0 | -2
COc1ccc(-n2c(C)nc3c(cnn3-c3ccc(C)cc3)c2=O)cc1 | -0.2 | -4 | 1 | -13 | 1 | 100 | -2 | 6 | 0.7 | 2
C=CCOc1c(Br)cc(/C=N\n2nnnc2N)cc1OC | 0.7 | -19 | 1 | 0 | 3 | 102 | 2 | -18 | -0.1 | -4
COc1ccc(-c2csc(NC(=O)c3c(C)noc3C)n2)cc1 | 0.3 | -6 | -3 | -5 | -3 | 95 | 6 | -12 | 0.5 | 0
CCCN(CCC)C(=O)C[n+]1cccc(/C=N/O)c1 | -1.8 | -3 | -2 | -7 | 2 | 90 | -1 | 3 | -0.1 | -7
CCCCCCC(=O)Nc1nnc(CC)s1 | -0.1 | -4 | -1 | 6 | 1 | 100 | 2 | -2 | 0.0 | -2
COc1cc(N=Cc2c(CO)cnc(C)c2O)cc(OC)c1OC | -0.4 | -2 | 8 | 6 | 1 | 99 | 14 | 2 | 0.0 | 2
COc1ccccc1NC(=O)C1=C(C)Nc2ncnn2C1c1ccc(C)o1 (stereo unspecified) | 0.6 | -5 | -1 | 7 | 1 | 98 | -6 | 17 | -0.3 | -2
O=C1CC2(CCN(C(=O)c3cccc([N+](=O)[O-])c3)CC2)Oc2ccccc21 | -0.3 | -7 | 3 | 0 | 4 | 101 | -2 | -11 | 0.6 | -3
CCN(CC(=O)NCc1cccs1)C(=O)c1cccc(S(=O)(=O)N2CC(C)OC(C)C2)c1 (stereo unspecified) | -1.8 | -6 | -6 | 5 | 0 | 99 | 5 | -1 | 0.3 | -9
CC(OC(=O)c1cccc(S(=O)(=O)N2CCOCC2)c1)C(=O)NC1CCCCC1C (stereo unspecified) | -1.4 | -7 | -8 | 1 | 2 | 104 | -4 | -4 | 0.0 | -4
CCOC(=O)N1CCN(S(=O)(=O)c2ccc(OCC)cc2)CC1 | -0.8 | -10 | 1 | -2 | 3 | 97 | -1 | 1 | 0.0 | 1
O=C(Nc1ccc(F)cc1)Nc1cc(OCC(F)(F)F)cc(OCC(F)(F)F)c1 | -2.1 | -6 | -6 | -20 | -7 | 89 | -27 | 4 | -0.3 | 0
COc1ccccc1NC(=O)C1=C(C)Nc2nnnn2C1c1ccncc1 (stereo unspecified) | 2.8 | -5 | 0 | 0 | 2 | 101 | 4 | -4 | 0.1 | -1
CCOC(=O)CN(C(=O)CSc1nnc2c(n1)[nH]c1ccccc12)c1ccccc1 | -2.2 | -4 | 0 | 5 | -4 | 89 | -20 | 3 | 0.0 | -3
CCOC(=O)/C(C#N)=C/c1cc(C)n(-c2ccc(C)cc2)c1C | -0.1 | -5 | 0 | -8 | -13 | 96 | 71* | ? | 0.0 | 86*
Cc1cc(NC(=O)NC(=O)c2ccccc2)no1 | -0.2 | -3 | 5 | 4 | 1 | 98 | -1 | 11 | -0.3 | -9
COCC(C)NC(=O)/C=C/c1ccc(OC)cc1 (stereo unspecified) | -1.5 | -5 | 0 | 3 | -2 | 97 | 2 | 4 | -0.1 | 0
COc1ccc(-c2nc(NC(C)=O)sc2-c2ccccc2)cc1 | -0.6 | 7 | 2 | -4 | 6 | 101 | -7 | 2 | 0.0 | 1
CCOc1ccc(S(=O)(=O)NNC(=O)c2cc3ccccc3o2)cc1 | -0.8 | -10 | 2 | -8 | 2 | 102 | -5 | -4 | 0.0 | -3
O=C1CC(NCc2cccs2)C(=O)N1c1ccc(Cl)cc1 (stereo unspecified) | -2.1 | . | 1 | 1 | 0 | 94 | 2 | 1 | -0.2 | 0
Cc1nn(-c2ccccc2Cl)c2sc(C(=O)Nc3nnc(C4CC4)s3)cc12 | 0.9 | -3 | 3 | -4 | -4 | 98 | -7 | -15 | -0.2 | -6
CC(C)NC(=O)c1nn2c(C(F)(F)F)cc(-c3ccco3)nc2c1Cl | 1.7 | 8 | 0 | 7 | -2 | 93 | -1 | -2 | 0.1 | -3
COc1ccc(NC(=O)CSc2nnc(C3CC3)n2C)cc1S(=O)(=O)N1CCOCC1 | 0.0 | -5 | 4 | 3 | 0 | 94 | -3 | 1 | 0.0 | -1
COc1ccc([N+](=O)[O-])cc1NC1C2CC3CC(C2)CC1C3 (stereo unspecified) | -3.5 | -4 | -2 | 0 | 0 | 97 | 3 | 1 | 0.1 | 7
Cc1ccccc1Cn1cc(NC(=O)CSc2nc3c(c(C(F)(F)F)n2)CCc2ccccc2-3)cn1 | 2.4 | -5 | 0 | -6 | 2 | 96 | -11 | 0 | 0.9 | 1
CC(C)(CNC(=O)CCC1CCCC1)CNC(=O)CCC1CCCC1 | -0.3 | . | -2 | -2 | -2 | 106 | -13 | -2 | 0.3 | 2
Cc1ccc(COc2ccc(/C=N/NC(=O)CN3CCCCC3)cc2)cc1 | -0.2 | 11 | -9 | 0 | -12 | 100 | 5 | 11 | 0.3 | 16
Cc1oc(-c2ccccc2)nc1CS(=O)CC(=O)O (stereo unspecified) | -0.9 | -7 | -1 | -18 | 3 | 95 | -10 | 0 | 0.2 | 0
CCOc1cc(N2CCOCC2)c(OCC)cc1NC(=O)CN1C(=O)C2CC=CCC2C1=O (stereo unspecified) | -0.5 | -7 | 0 | -5 | 1 | 98 | 10 | 6 | -0.2 | 1
O=C(OCC(=O)N1CCN(C(=O)c2ccco2)CC1)c1cncc(Br)c1 | -0.5 | -5 | 0 | 8 | 1 | 96 | -1 | -12 | 0.2 | 0
CCCNS(=O)(=O)c1cc2c(cc1Br)CCN2C(=O)CC | 1.0 | -6 | 3 | -4 | 0 | 98 | -5 | -5 | 0.3 | -2
CC1=C(C(=O)OCc2ccccc2)C(/C=C/c2ccccc2)N2C(=O)CCSC2=N1 (stereo unspecified) | -1.1 | 1 | -1 | -6 | 1 | 95 | 7 | 5 | 0.1 | -6
